Screening results: PubChem, several laboratories
S1P3 antag = S1P3 (human) receptor antagonism; CHO S1P3 NFAT-BLA reporter, FRET fluorescence, antagonist mode; 170,000 tested, 0.27% active; inhibition, % at 4.98 µM; AID 485;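 active = inhibition above the plate cutoff, the mean inhibition of test wells on that plate plus 3 SD, cut at about 28% in these data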;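 also: cells challenged with S1P at its EC80 of 0.8 µM; blue over green emission ratio from cleaved BLA substrate after 4 h stimulation; 0% = S1P-stimulated wells and 100% = unstimulated DMSO-only wells; some compounds past the cut are filed as inactive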
bIAP activator = increases bovine intestinal alkaline phosphatase activity. purified bovine IAP, CDP-star luminescence, 30 min; stronger effect = higher value; fold of DMSO-control signal, blank-subtracted. activation factor at 20 µM. 200,000 tested, 0.17% active;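 active = activation factor of 2 or more at 20 µM, a signal rise over negative controls twice the positive control's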
SRC2 TRFRET art = counter-screen for PPARgamma SRC-2 recruitment agonists: TR-FRET artefact. stronger effect = higher value. 200,000 tested, 0.4% active. TR-FRET ratio at 8 µM. AID 1049; in the data active = TR-FRET ratio above about 2000; also: inactives centre near 1500; reference of the scale not given here
ROMK mod = modulators of human ROMK potassium channel; P48048; Tet-inducible ROMK, thallium flux fluorescence; actives lie on both sides; B-score at 10 µM; 130,000 tested, 2% active; AID 1918;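 active = signal ratio slope over the read window, or its plate-corrected B-score, at least 3 SD from the plate mean, either direction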;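 also: B-score of the F/F0 ratio slope over 7 to 12 s after thallium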
Target sequence (P48048 whole entry, looked up): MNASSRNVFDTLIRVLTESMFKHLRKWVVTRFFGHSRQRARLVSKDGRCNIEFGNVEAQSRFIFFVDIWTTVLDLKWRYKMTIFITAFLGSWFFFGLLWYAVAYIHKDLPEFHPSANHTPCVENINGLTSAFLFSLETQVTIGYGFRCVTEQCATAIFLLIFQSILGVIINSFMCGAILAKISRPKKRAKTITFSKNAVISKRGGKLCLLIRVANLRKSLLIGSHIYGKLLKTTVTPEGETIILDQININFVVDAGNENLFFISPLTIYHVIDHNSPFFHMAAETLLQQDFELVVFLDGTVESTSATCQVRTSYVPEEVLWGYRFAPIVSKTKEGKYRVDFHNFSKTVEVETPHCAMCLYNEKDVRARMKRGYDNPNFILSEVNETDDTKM
PPARg SRC2 recr = PPARgamma-driven SRC-2 recruitment agonism; AID 1032; P37231; PPARgamma LBD-SRC-2 recruitment, biochemical; activation, % at 8 µM; 200,000 tested, 0.34% active; in the data active = activation above about 22%;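 also: 0% = vehicle and 100% = reference agonist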
Target sequence (P37231 whole entry, looked up, the tested form may be a part): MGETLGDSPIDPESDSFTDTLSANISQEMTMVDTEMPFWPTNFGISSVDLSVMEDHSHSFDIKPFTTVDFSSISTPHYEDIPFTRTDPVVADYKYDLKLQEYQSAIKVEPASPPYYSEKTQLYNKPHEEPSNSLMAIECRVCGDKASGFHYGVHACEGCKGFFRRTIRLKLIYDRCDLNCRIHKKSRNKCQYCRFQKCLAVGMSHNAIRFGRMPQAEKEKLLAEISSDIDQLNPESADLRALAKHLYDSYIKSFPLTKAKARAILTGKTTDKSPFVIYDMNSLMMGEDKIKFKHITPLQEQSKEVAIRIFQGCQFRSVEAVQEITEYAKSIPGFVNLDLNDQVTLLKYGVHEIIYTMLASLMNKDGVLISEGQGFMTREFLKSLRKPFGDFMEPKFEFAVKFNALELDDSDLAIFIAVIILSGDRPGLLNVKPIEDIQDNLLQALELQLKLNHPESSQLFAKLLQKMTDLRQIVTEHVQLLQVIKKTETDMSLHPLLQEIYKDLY
TLR4 MyD88 comp = inhibitors of human TLR4-MyD88 binding; HeLa CL3-4 TLR4/MyD88 BLA complementation, FRET ratio; inhibition, % at 8.4 µM; 200,000 tested, 0.18% active; in the data active = inhibition above about 25%;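 also: 0% = vehicle and 100% = reference inhibitor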
Redox H2O2 prof = compounds producing H2O2 with reducing agent – biochemical, NIH compound library profiling, artefact control for MLSCN library redox annotation, primary screen | 200,000 tested, 0.03% active | activation, % at 10 µM | AID 878 | DTT-dependent redox cycling H2O2, phenol red/HRP absorbance; 100% = 100 µM peroxide control, 0% = buffer;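 active = activation of at least 50% relative to the plate's high and low controls in the primary single-dose screen; inactive = activation below 50%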;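 also: compound incubated with DTT at 0.8 mM final as the reducing agent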
bIAP inhibitor = intestinal alkaline phosphatase (bovine) inhibition | purified bovine IAP, CDP-star luminescence, 30 min | inhibition, % at 20 µM | 190,000 tested, under 10 active | AID 1019;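 active = over 50% inhibition of intestinal alkaline phosphatase at 20 µM in the single-dose screen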
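Incubation: 30 min reaction at room temperature / Material: purified bovine intestinal alkaline phosphatase (IAP) enzyme / Input: enzyme at 1/65,000,000 dilution / Dosing: 20 µM single dose / Signal: CDP-star luminescence signal / Reagent: CDP-star chemiluminescent phosphatase substrate, 30 µM final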
PPARg SRC-3 ag = agonists of human PPARgamma SRC-3 coactivator recruitment | P37231 | biochemical PPARgamma/SRC-3 coactivator recruitment assay | activation, % at 8 µM | 200,000 tested, 0.26% active | AID 731; in the data active = activation above about 23%;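 also: 0% = DMSO and 100% = reference agonist; some compounds past the cut are filed as inactive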
L major viab = reduces viability of Leishmania major promastigotes | AID 1063 | 200,000 tested, 9% active | resazurin fluorescence viability | inhibition, % at 10 µM; in the data active = inhibition above about 50%;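 also: promastigotes grown with compound for 44 hours at 28 °C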
PPARg SRC1 recr = PPARgamma-driven SRC-1 recruitment agonism; P37231; PPARgamma-SRC-1 coactivator recruitment biochemical assay; activation, % at 8 µM; 200,000 tested, 0.41% active; in the data active = activation above about 19%;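 also: 0% = DMSO and 100% = reference agonist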
An asterisk follows results filed as active; nt = no result given.

SMILES	S1P3 antag	bIAP activator	SRC2 TRFRET art	ROMK mod	PPARg SRC2 recr	TLR4 MyD88 comp	Redox H2O2 prof	bIAP inhibitor	PPARg SRC-3 ag	L major viab	PPARg SRC1 recr
Cc1ccc(C2NC(=S)NC3=C2N2CCC3CC2)cc1 (stereo not given)	nt	0.9	1571	nt	-6.3	-8.4	2.7	12.7	-6.6	-2.2	3.9
N#C/C(=C\c1ccc[nH]1)S(=O)(=O)c1ccccc1	0.7	0.8	1269	nt	0.6	9.2	1.0	19.7	-1.1	-3.6	-4.1
O=C(Nc1nnc(CCc2ccccc2)s1)c1cccs1	-5.4	0.9	1512	nt	9.2	-1.3	2.5	11.6	3.5	-7.3	3.9
O=C(N1CCCCCC1)N1CCN(C(=O)N2CCCCC2)CC1	10.7	1	1705	0.0325	11.4	-6.6	2.4	4.4	5.8	-0.6	2.2
O=C(Cc1cccc2ccccc12)Nc1nc(-c2cccc([N+](=O)[O-])c2)cs1	-0.9	0.9	1511	nt	-6.5	-4.9	3.6	13.5	0.9	13.2	-3.6
CCOc1cc(C2C(C(=O)OC)=CN(C3CCCC3)C=C2C(=O)OC)cc(Br)c1O	12.8	1	1510	nt	9.2	-10.0	0.7	4.4	3.1	5.6	2.8
CCOc1cccc(/C=N/NC(=S)Nc2cc(S(=O)(=O)N3CCOCC3)ccc2N2CCOCC2)c1O	9.1	1	1606	nt	-6.8	-11.9	0.0	2.1	2.5	84.6*	0.1
O=C(COC(=O)c1cccc(S(=O)(=O)N2CCc3ccccc32)c1)NC1CCS(=O)(=O)C1 (stereo not given)	nt	1	1587	-0.162	11.7	5.8	0.2	2.5	-2.6	-3.4	3.5
O=C(NCc1cccnc1)C(=O)Nc1nccs1	-21.8	1.3	1472	0.631	7.5	1.7	-3.3	-30.2	-1.8	-10.7	2.0
CNc1ccc(S(=O)(=O)NCC(=O)OCC(=O)Nc2cccc(Cl)c2Cl)cc1[N+](=O)[O-]	0.2	0.3	1513	0.75	6.8	-5.8	nt	nt	-1.9	41.5	1.5
COC(=O)c1ccc(Cn2c(C)cc(C)[n+]2C)o1	nt	1	1601	-0.586	4.2	-26.6	0.3	4.1	4.9	-3.8	5.6
O=C(COc1ncnc2ccccc12)NCc1ccco1	0.4	0.9	1549	nt	1.7	-6.2	-0.4	5.1	2.2	-0.2	7.5
Cc1ccc(CN=c2c([N+](=O)[O-])nn(-c3ccc(Cl)cc3)n2O)cc1	-3.0	0.8	1471	-1.96	4.8	-3.9	-0.9	24.1	-3.0	7.2	-8.1
Cc1cc(Cl)c2ccccc2n1	2.0	0.9	1401	-0.365	-0.5	7.2	-0.1	9.0	1.8	-4.7	7.0
COc1cccc(-c2nc3ccccc3s2)c1O	-1.7	1.3	1493	nt	3.6	11.4	-0.3	-28.4	2.1	-6.9	1.4
CCN1CCN(c2nc(C)c3c(n2)CC(C)CC3=O)CC1 (stereo not given)	3.5	1.2	1308	-0.0963	-4.9	2.3	0.0	-22.2	3.4	-3.2	-10.9
COc1ccc(NC(=O)CCN2CCCC2)c(OC)c1	nt	1	1413	0.243	-3.4	10.1	0.7	3.3	10.9	-0.8	-0.4
CN(C)CCNC(NC(=O)c1cccs1)C(Cl)(Cl)Cl (stereo not given)	-1.8	0.9	1529	nt	7.4	-16.2	-0.1	8.6	4.0	-2.2	9.8
COC(=O)c1ccc(CSCC(=O)Nc2cc(OC)cc(OC)c2)o1	-35.7	0.9	1468	nt	2.9	4.9	1.9	9.1	9.8	-0.8	7.6
COc1ccccc1CNC(=O)CCc1nc2ccccc2c(=O)[nH]1	nt	1	1373	0.892	1.2	3.7	0.0	4.5	-1.2	1.9	0.2
C=CCC(=O)N1CCCC(CNC(=O)c2ccc(-c3ccccc3)cc2)C1 (stereo not given)	10.9	1	1334	-0.0094	-1.2	11.5	-0.4	4.4	1.2	-5.6	-4.3
O=C(NCCOc1ccccc1Cl)C(=O)Nc1ccccc1	-19.1	1	1528	1.61	-4.9	-10.9	0.7	0.1	1.2	-9.1	-3.8
Fc1ccc(/C=N/NC(=S)Nc2cccnc2)cc1	0.1	1.1	1572	0.0789	10.8	-12.9	0.0	-6.0	1.3	-2.9	4.1
Cc1ccc(S(=O)(=O)C2(C(=O)N3CCN(c4cc(C)ccc4C)CC3)CC2)cc1	-18.0	1	1524	-0.471	-0.2	-1.1	-1.4	-2.8	-1.7	72.5*	3.8
O=C(O)c1cc(-c2ccc(Cl)s2)nc2ccccc12	-0.9	0.9	2455*	0.00142	38.9*	5.9	0.3	5.2	21.9	-8.8	37.2*
CCOC(=O)C1CCN(Cc2ccc(F)c(F)c2)CC1	nt	0.9	1648	1.05	3.8	-9.6	0.1	6.4	-1.6	80.4*	-1.0
N#Cc1c(SCC(=O)Nc2ccccc2)nsc1SCC(=O)Nc1ccccc1	-13.4	0.6	1510	nt	-9.6	-3.7	1.1	36.7	-1.6	-5.6	-3.8
COc1ccc(C2C(C(C)=O)=C(C)N=c3s/c(=C\c4cc(C)n(C)c4C)c(=O)n32)c(OC)c1 (stereo not given)	-46.0	0.6	1473	nt	1.4	12.1	2.2	42.7	5.6	15.6	6.4
Cc1cccc(OCCCC(=O)Nc2ccc(N3CCCCC3)cc2)c1C	nt	0.9	1538	-0.969	5.2	7.4	-2.8	11.4	4.8	-3.5	4.8
O=C(O)c1cc2c(ccc3ccccc32)[nH]1	-1.9	0.9	1517	0.655	5.0	12.7	0.9	14.1	0.8	-7.8	2.4
Cc1ccc(S(=O)(=O)N(C)C)cc1NC(=O)CCc1c[nH]c2ccccc12	6.1	0.9	1751	0.471	3.0	-19.9	-1.7	5.2	6.3	10.0	0.6
Cc1ccc(C)c(NC(=O)c2ccccc2O)c1	-6.6	1	1642	-1.85	-7.9	11.1	1.0	0.5	6.4	16.2	2.4
COc1cc(C=O)ccc1OCCOCCOc1ccc(Cl)cc1	nt	1	1696	nt	6.2	7.7	1.7	2.0	-7.0	-3.0	7.1
CC(=O)c1sc(NC(=O)c2ccc(C)c(C)c2)nc1C	-6.7	1	1603	-0.245	-3.6	0.4	0.0	-3.7	-0.8	-1.7	-4.2
CN1CCN(C(=O)CN(c2ccccc2)S(=O)(=O)N(C)C)CC1	10.1	1.1	1614	0.427	8.3	19.7	-0.9	-14.3	0.7	0.7	10.3
O=C(Nc1cc(N2CCOCC2)ncn1)Nc1cccc2ccccc12	20.3	0.9	1449	0.261	2.0	0.2	0.5	14.5	7.0	-6.2	0.8
COCCn1c(NC(=S)NC(=O)C2CC2)cc(=O)[nH]c1=O	-14.1	1	1622	-0.828	-1.5	4.1	-1.8	0.5	-5.6	7.7	-1.7
CC(C)(C)C(=O)/C=C(N)/C=C/c1ccccc1	-1.5	0.8	1509	nt	8.4	0.7	1.6	18.6	2.4	-4.3	1.5
CCOC(=O)C(C)n1nc(/C=C/c2ccc(OC)cc2)ccc1=O (stereo not given)	0.8	1.1	1423	0.642	-12.2	-12.5	7.5	-11.8	-1.8	-0.7	-4.0
COC(=O)c1cc(NC(=O)c2c(Cl)nc3sccn23)cc(C(=O)OC)c1	12.3	0.9	1478	nt	5.2	-6.0	2.6	7.8	3.1	0.3	2.3
CCN(CC)C(=O)c1cc2c(=O)oc3ccccc3c2s1	nt	0.7	1531	nt	7.4	8.2	-8.1	32.8	-4.3	-4.6	-2.5
O=C(NCCCn1ccnc1)c1cc2ccccc2o1	-8.5	0.9	1584	0.0215	9.0	-1.1	-1.2	14.0	4.3	5.3	4.6
Cc1ccc(S(=O)(=O)Nc2nncs2)cc1	-4.9	0.9	1715	nt	1.5	-7.2	2.1	6.5	16.8	-9.0	3.5
O=C(NCC1(c2ccccc2)CCCC1)c1cccc(Br)c1	nt	0.7	1548	nt	3.0	-17.2	-7.6	33.2	0.2	11.0	9.0
Brc1ccc(CSc2nnc(-c3ccco3)o2)cc1	-2.3	1.2	1622	-0.134	7.7	-7.9	-0.9	-23.2	5.4	17.0	0.3
O=C(O)c1ccccc1-c1ccc(/C=c2\sc3nc4cc(Br)cnc4n3c2=O)o1	nt	1	1520	-1.26	-7.2	-5.3	2.5	2.1	1.9	-5.6	9.9
CCCc1nc(N)c(C#N)c(-c2ccco2)c1CC	5.4	0.9	1716	nt	12.9	-8.1	1.5	11.1	8.7	-2.0	7.0
N=c1sccn1CC(=O)Nc1ccccc1-c1ccccc1	nt	0.9	1178	nt	-3.1	10.5	-2.4	10.9	-5.2	-2.3	-6.6

Reformatted with values under each structure: 3 of the compounds above.
Every second line gives: S1P3 antag, bIAP activator, SRC2 TRFRET art, ROMK mod, PPARg SRC2 recr, TLR4 MyD88 comp, Redox H2O2 prof, bIAP inhibitor, PPARg SRC-3 ag, L major viab, PPARg SRC1 recr
CCN(CC)C(=O)c1cc2c(=O)oc3ccccc3c2s1
→ nt, 0.7, 1531, nt, 7.4, 8.2, -8.1, 32.8, -4.3, -4.6, -2.5
O=C(NCCCn1ccnc1)c1cc2ccccc2o1
→ -8.5, 0.9, 1584, 0.0215, 9.0, -1.1, -1.2, 14.0, 4.3, 5.3, 4.6
Cc1ccc(S(=O)(=O)Nc2nncs2)cc1
→ -4.9, 0.9, 1715, nt, 1.5, -7.2, 2.1, 6.5, 16.8, -9.0, 3.5

Further results.
SMILES	S1P3 antag	bIAP activator	SRC2 TRFRET art	ROMK mod	PPARg SRC2 recr	TLR4 MyD88 comp	Redox H2O2 prof	bIAP inhibitor	PPARg SRC-3 ag	L major viab	PPARg SRC1 recr
CCC1CCCCN1C(=O)Nc1ccc(F)cc1 (stereo not given)	-40.3	1	1663	nt	1.3	-5.8	1.1	-2.8	17.8	-4.2	-0.7
Clc1ccc(CNc2ccccc2NCc2ccc(Cl)nc2)cn1	6.6	0.9	1659	-0.0278	8.9	-9.8	-0.5	5.8	3.6	-7.7	7.1
O=[N+]([O-])c1ccc(NC(=S)N/C(=N/CS(=O)(=O)c2ccccc2)c2ccccc2)cc1	nt	0.8	1525	nt	-6.7	6.6	2.6	24.0	1.3	11.4	-0.8
Cc1ccc(NC(=S)N2CCC(N(C)CC3CCCO3)CC2)c(C)c1 (stereo not given)	nt	1	1559	0.498	5.5	8.7	0.3	1.3	1.5	90.5*	-1.5
CCN=c1sc2ccccc2n1CC(O)COc1ccccc1 (stereo not given)	nt	1	1597	-0.241	6.3	9.4	0.1	-3.2	-3.5	99.5*	3.6
Cc1cccc(N2CC(C(=O)Nc3nnc(SCC(=O)Nc4cc(C)on4)s3)CC2=O)c1 (stereo not given)	-3.9	0.9	1538	0.193	-8.3	12.4	0.3	12.7	0.7	34.4	4.1
Cc1cc(C)c2c(n1)SCC(=O)N2CC(=O)NCCC1=CCCCC1	-8.9	0.9	1528	nt	-1.3	6.2	-0.3	9.7	5.6	-5.9	4.5
COc1ccccc1OCC(=O)Nc1nonc1NC(=O)COc1ccccc1OC	-7.5	0.9	1478	0.105	-1.4	1.3	-0.7	5.5	4.7	-2.7	6.8
O=C1CSC(=Nc2cc(Cl)ccc2Cl)N1	-7.4	0.9	1540	nt	3.3	-2.3	2.7	8.3	-7.2	-1.6	-3.1
